# Screening data from PubChem BioAssay.
# HKDC1 inhibitor: inhibitors of human hexokinase HKDC1; Q2TB90; recombinant HKDC1, G6PDH/diaphorase resazurin coupled fluorescence; inhibition, % at 20 µM; 340,000 tested, 0.16% active;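 active means inhibition above about 35% when tested at 20 µM, limit read from the data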;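 further: plate controls were DMSO wells with enzyme for no effect and DMSO wells lacking enzyme for full effect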
#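 Assay system: in-house recombinant HK5 (HKDC1) enzyme. Input: HKDC1 at 5 µg/mL. Medium: Tris pH 8.0 buffer with MgCl2, Tween-20, BSA, BME. Dosing: single 20 µM dose. Schedule: 90 min reaction incubation at room temperature, dark. Signal: resazurin-to-resorufin fluorescence via G6PDH and diaphorase coupling, 525/613 nm. Controls: DMSO-enzyme wells negative, buffer-substituted wells positive.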
# Jurkat NFkB inh: inhibitors of the PMA/ionomycin-induced NF-kB reporter in Jurkat cells | 330,000 tested, 0.53% active | inhibition, % at 4 µM | PMA/ionomycin-induced NF-kB luciferase reporter, luminescence | AID 435003
# Gli-Sufu block: Gli-Sufu pathway antagonism | 340,000 tested, 0.74% active | Sufu-KO-LIGHT fibroblasts, Gli luciferase reporter luminescence | inhibition, % at 5 µM;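 active means inhibition above about 55%, limit read from the data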;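 further: 0% = DMSO-treated cells and 100% = wells with medium but no cells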
# SENP8 block: blocks the human protease SENP8. Q96LD8. purified SENP8, Z-RLRGG-aminoluciferin cleavage, luminescence. inhibition, % at 10 µM. 330,000 tested, 1.2% active
# Target sequence (Q96LD8 whole entry, looked up): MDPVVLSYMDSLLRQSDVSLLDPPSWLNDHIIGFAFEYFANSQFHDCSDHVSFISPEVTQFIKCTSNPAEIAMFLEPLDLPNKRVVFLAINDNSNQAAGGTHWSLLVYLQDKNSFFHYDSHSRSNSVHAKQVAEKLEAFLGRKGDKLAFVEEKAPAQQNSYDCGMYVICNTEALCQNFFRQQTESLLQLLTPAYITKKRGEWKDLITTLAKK
# UBC13 inh: blocks human UBC13 polyubiquitin chain formation; TR-FRET; inhibition, % at 20 µM; 330,000 tested, 0.47% active; AID 485273; in the data active means inhibition above about 45%, passing the limit was not always enough; inconclusive means no clear call, values can overlap the other calls
# Target sequence (P61088 whole entry, looked up): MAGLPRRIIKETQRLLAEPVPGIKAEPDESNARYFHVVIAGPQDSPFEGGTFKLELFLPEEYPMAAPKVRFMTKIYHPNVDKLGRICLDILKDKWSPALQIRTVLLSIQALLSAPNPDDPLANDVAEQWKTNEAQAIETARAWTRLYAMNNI
# 697 NFkB inh: lowers PMA/ionomycin-induced NF-kB signal in 697 B cells; 697 B-cell NF-kB luciferase reporter, 16 h; inhibition, % at 4 µM; 330,000 tested, 0.33% active; in the data active means inhibition above about 35%
# SENP7 block: blocks the human protease SENP7. Q9BQF6. recombinant SENP7, Z-RLRGG-aminoluciferin luminescence, 40 min. inhibition, % at 5 µM. 330,000 tested, 1.5% active. AID 434973;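 active means inhibition above about 50% at the single test dose, limit read from the data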;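 further: plate controls were DMSO with enzyme for no effect and no enzyme buffer wells for full effect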
# Target sequence (Q9BQF6 706-1050 limits assumed): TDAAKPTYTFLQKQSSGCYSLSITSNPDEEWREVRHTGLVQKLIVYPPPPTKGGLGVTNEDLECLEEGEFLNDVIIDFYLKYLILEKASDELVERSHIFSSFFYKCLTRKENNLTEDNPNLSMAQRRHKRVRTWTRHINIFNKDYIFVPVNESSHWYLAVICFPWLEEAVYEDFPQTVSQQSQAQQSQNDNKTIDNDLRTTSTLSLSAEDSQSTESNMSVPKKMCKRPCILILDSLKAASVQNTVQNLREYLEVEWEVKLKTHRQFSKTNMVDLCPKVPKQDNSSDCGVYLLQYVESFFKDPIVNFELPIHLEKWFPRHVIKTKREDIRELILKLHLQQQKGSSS
# Apaf-1 inh: blocks human Apaf-1 apoptosome activity. O14727. reconstituted apoptosome caspase-3 activity, DEVD-Rh110 fluorescence. inhibition, % at 20 µM. 330,000 tested, 0.71% active; active means inhibition of at least 40% at 20 µM;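 further: plate controls were DMSO wells for no effect and DEVD-CHO caspase inhibitor wells for full effect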
#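 Material: biochemical Apaf-1 apoptosome reconstitution. Medium: Hepes buffer, pH 7.5. Also added: cytochrome c activation, bis-DEVD rhodamine 110 substrate. Timing: 30 min compound preincubation, 50 min activation, room temperature. Measured by: rhodamine 110 fluorescence at Ex 480/Em 540 nm.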
# Numbers without * were called inactive; i = inactive; ? = inconclusive; . = not tested or not shown. Unless noted, no stated cut-off is given here; in the data, active means inhibition above about 50%; inactive means the rest.
SMILES,HKDC1 inhibitor,Jurkat NFkB inh,Gli-Sufu block,SENP8 block,UBC13 inh,697 NFkB inh,SENP7 block,Apaf-1 inh
CC1CCN(c2ccc(C(F)(F)F)cc2N)CC1,-1,-9,2,-10,-9,5,-4,-1
CCC(Sc1nc2ccccc2[nH]1)C(=O)Nc1ccc(NC(C)=O)cc1 (configuration not stated),-2,-7,1,-1,-4,-20,-10,2
CCOc1cc(C(=O)N(CC)CC(=O)Nc2c(F)cccc2F)ccc1OCC(=O)N1CCOCC1,-1,13,-11,-3,0,2,5,-2
O=S1(=O)CC(O)C(N2CCCCC2)C1 (configuration not stated),-7,5,1,-8,-4,3,-7,2
COc1ccc(S(=O)(=O)N2CCSCC2)cc1C(N)=O,4,7,-7,-8,-4,4,6,9
O=C(CSc1nc2ccccc2c(=O)n1-c1ccccc1)c1cccc([N+](=O)[O-])c1,-7,16,6,-4,15,13,-4,-22
O=C(O)C[C@H]1c2cc(F)ccc2S(=O)(=O)N1C1CCCCC1,-8,10,0,-14,-2,2,-2,-1
CCOC(=O)CC(NC(=O)c1ccccc1)c1ccc(OC)cc1 (configuration not stated),1,1,-3,5,-14,-28,3,13
Cc1cccnc1NC(=O)Nc1cccs1,3,-21,-45,-14,3,1,-3,12
Cc1[nH]c2ccccc2c1C(=O)C(=O)Nc1ccc2c(c1)OCO2,-2,-33,-32,-6,1,-17,-5,-5
CCOc1cc2[nH]c(=O)n(CCCN3CCCC3=O)c(=O)c2cc1OCC,-4,4,-3,-2,4,-2,4,15
Cc1ccc(C)n1CCN1CCN(C(=O)CC#N)CC1,-13,3,-5,-7,8,4,7,7
COC(=O)c1ccc(C)c(NC(=O)COC(=O)C2CC3CCCC(C2)C3=O)c1 (configuration not stated),-7,-27,-2,-10,1,-23,11,0
COc1cccc(-c2nn(-c3ccc(F)cc3)cc2C(=O)NCC2CCCO2)c1 (configuration not stated),-9,0,-6,9,-6,-8,-3,12
O=C(O)/C(=C/c1cccnc1)NC(=O)c1ccccc1,-13,-3,5,0,8,-2,5,-9
CC(C)CNC(=O)C1C2C=CC(C2)C1C(=O)O (configuration not stated),-5,-2,-6,-11,-25,-15,-8,4
O=C(CCNS(=O)(=O)c1cccc2nsnc12)NCc1ccccc1Cl,-13,0,3,2,8,7,0,-2
COC(=O)c1ccccc1S(=O)(=O)N1CCCC(c2nc3c(nnn3Cc3ccc(C)cc3)c(=O)[nH]2)C1 (configuration not stated),-2,11,-8,4,1,1,-5,23
Cc1ccc(N(C(=O)c2ccc3c(c2)OCO3)C2C=CS(=O)(=O)C2)cc1C (configuration not stated),-6,5,1,5,-10,9,-5,5
CCOCCCN1CN(S(=O)(=O)c2ccc(Cl)cc2)c2nc3ccccc3nc21,6,-5,-1,-4,-6,-10,-6,13
COCCN1C(=O)c2oc3ccccc3c(=O)c2C1c1ccc(O)c(OC)c1 (configuration not stated),-5,5,-1,8,12,13,-1,-2
COc1ccc(CCNCc2ccc(OCc3ccc(Cl)nc3)c(OC)c2)cc1OC,-4,2,2,5,8,5,0,-9
c1ccc(Cc2ccc(OCCN3CCOCC3)cc2)cc1,-5,-14,-18,4,-1,-9,0,10
O=[N+]([O-])c1cccc(Cl)c1NCCNc1ncc(C(F)(F)F)cc1Cl,4,3,11,7,-5,-4,-2,10
CC(=O)N1C(=O)c2cccc3cccc(c23)C(=O)N1C(C)=O,-2,-11,25,0,-9,8,6,-3

# One compound at a time, as listed above. Order of screens: HKDC1 inhibitor | Jurkat NFkB inh | Gli-Sufu block | SENP8 block | UBC13 inh | 697 NFkB inh | SENP7 block | Apaf-1 inh
# Shown for COCCN1C(=O)c2oc3ccccc3c(=O)c2C1c1ccc(O)c(OC)c1 (configuration not stated) = -5 | 5 | -1 | 8 | 12 | 13 | -1 | -2
# Shown for Cc1ccc(N(C(=O)c2ccc3c(c2)OCO3)C2C=CS(=O)(=O)C2)cc1C (configuration not stated) = -6 | 5 | 1 | 5 | -10 | 9 | -5 | 5
# Shown for COC(=O)c1ccc(C)c(NC(=O)COC(=O)C2CC3CCCC(C2)C3=O)c1 (configuration not stated) = -7 | -27 | -2 | -10 | 1 | -23 | 11 | 0
# Shown for O=C(O)C[C@H]1c2cc(F)ccc2S(=O)(=O)N1C1CCCCC1 = -8 | 10 | 0 | -14 | -2 | 2 | -2 | -1
# Shown for CCOc1cc2[nH]c(=O)n(CCCN3CCCC3=O)c(=O)c2cc1OCC = -4 | 4 | -3 | -2 | 4 | -2 | 4 | 15

# (continued)
SMILES,HKDC1 inhibitor,Jurkat NFkB inh,Gli-Sufu block,SENP8 block,UBC13 inh,697 NFkB inh,SENP7 block,Apaf-1 inh
C=CCC1(C#N)C(=S)NC2=C(C(=O)CC(C)(C)C2)C1c1ccc(Br)cc1 (configuration not stated),-8,2,0,2,-10,-4,-5,11
COc1ccc(S(=O)(=O)N2CCN(c3ccccn3)CC2)cc1OC,-2,-20,-2,-6,1,2,7,2
CCNc1nc(NCC)n2c(SC(C(=O)Nc3cc(C)ccc3C)c3ccccc3)nnc2n1 (configuration not stated),-4,1,7,1,-3,6,2,17
Cc1cccc(NC(=O)[C@H](NC(=O)[C@@H]2Cc3ccccc3CN2)c2ccccc2)c1,4,-21,.,3,-3,-55,6,20
COc1ccc(-c2noc(C3CCCN(C(=O)c4cccc(F)c4)C3)n2)cc1 (configuration not stated),-2,11,-2,0,-4,12,-9,13
O=C(CN1CCN(c2ncccn2)CC1)Nc1ccccc1C(F)(F)F,2,-8,-13,0,5,-1,5,-3
O=S1(=O)N=C2CCCCCN2C(c2ccncc2)N1 (configuration not stated),-3,-4,-4,5,0,6,18,-2
Cc1ccc(-n2c(C)nnc2SCC(=O)Nc2ccccc2)cc1,0,4,1,4,-3,7,0,1
Cc1cccc(NC(=S)Nc2ccccn2)c1C,-11,-7,2,-3,-2,-51,10,7
O=c1[nH]ccc2c([N+](=O)[O-])cccc12,-12,0,-4,1,3,7,2,-8
CCOC(=O)c1c(NC(=O)COC(=O)Cn2cnc3c2c(=O)n(C)c(=O)n3C)sc(C)c1CC,4,-6,-8,-3,2,9,0,23
Cc1ccc(C(=O)N/C(=C\c2ccco2)C(=O)NCCCn2ccnc2)cc1C,-11,4,1,2,2,7,-6,-12
C/C(=N\NC(=O)c1cccc([N+](=O)[O-])c1)c1cccs1,-5,-22,-12,-6,0,-8,7,8
Cc1cc(C(F)(F)F)c(C#N)c(SCC(=O)Nc2nc3ccccc3s2)n1,-9,-77,16,89*,4,i,91*,4
CCOC(=O)C1=C(O)CSC1=Nc1ccccc1,-6,3,-12,6,-3,5,3,1
Cc1sc2nc(Cc3ccccc3)[nH]c(=O)c2c1-c1ccccc1,-7,-14,0,4,-3,0,9,-1
O=C(Cn1nc([N+](=O)[O-])nc1Br)NC(c1ccccc1)c1ccccc1,-3,0,3,2,-13,-13,9,-8
COc1ccc(-c2nc(-c3ccccc3OC)no2)cc1OC,10,-74,-66,7,8,-33,9,12
COC(C[C@H](O)CC(=O)[C@@H](C)OCc1ccccc1)OC,0,-5,2,4,4,7,0,-6
CCOC(=O)c1c(C)n(CCNC(C)=O)c2ccc(OC)cc12,0,2,5,3,12,7,4,-4
CCCS(=O)(=O)N1CCN(C(=O)CCC2CCCC2)CC1,-3,-15,1,-12,-4,-5,-8,5
O=C1CC(NS(=O)(=O)c2cccnc2)CN1c1ccc(Cl)cc1 (configuration not stated),-2,-5,-3,8,?,-3,-7,1
Cc1[nH]n2c(=O)cc(C(C)(C)C)nc2c1-c1ccccc1,-4,-1,15,-8,-9,-38,-4,8
O=C(NCCc1ccc(Cl)cc1)C1CCCN1C(=O)NCc1ccccc1 (configuration not stated),2,-6,1,-2,-5,-17,-12,2
Cc1nn(C)c(Cl)c1S(=O)(=O)N[C@@H](c1ccccc1)[C@]1(C)C[C@H]1[C@@H](C)C(=O)Nc1ccc2ccccc2c1,4,1,3,5,8,16,-11,14

# Next part; it opens with the 2 that closed the last part.
SMILES,HKDC1 inhibitor,Jurkat NFkB inh,Gli-Sufu block,SENP8 block,UBC13 inh,697 NFkB inh,SENP7 block,Apaf-1 inh
O=C(NCCc1ccc(Cl)cc1)C1CCCN1C(=O)NCc1ccccc1 (configuration not stated),2,-6,1,-2,-5,-17,-12,2
Cc1nn(C)c(Cl)c1S(=O)(=O)N[C@@H](c1ccccc1)[C@]1(C)C[C@H]1[C@@H](C)C(=O)Nc1ccc2ccccc2c1,4,1,3,5,8,16,-11,14
Cc1cc2oc(=O)cc(CN3CCN(S(=O)(=O)c4ccc5c(c4)OCCO5)CC3)c2cc1C,1,5,6,2,9,5,5,7
CSc1ccc(C(c2c(C(=O)O)[nH]c3ccccc23)c2c(C(=O)O)[nH]c3ccccc23)cc1,12,3,6,31,-14,-12,0,1
CN(C(=O)c1ccc(NC(=O)Cc2ccc(NC(=O)C3CCCN(C(=O)C4CCCC4)C3)cc2)cc1)C1CC1 (configuration not stated),-3,-5,-8,-5,10,3,-1,-13
CC(=O)NC(=O)NC1OC(=O)C(Cl)=C1Cl (configuration not stated),-5,-8,4,1,-5,-6,3,2
COc1ccccc1NC(=O)c1ccc(NS(=O)(=O)c2ccc(F)c(F)c2F)cc1,-3,3,-5,-5,-2,-2,-5,1
COC(=O)c1cccc(-c2ccc(C(c3c(C)[nH][nH]c3=O)c3c(C)[nH][nH]c3=O)o2)c1,-1,-7,12,13,-53,19,9,81*
CCn1c2ccccc2c2cc(/C=N/n3c(C)nnc3C)ccc21,-1,9,4,5,13,0,2,-9
COc1ccc(CNC(=O)COC(=O)CN2C(=O)NC3(CCCC3)C2=O)cc1,-2,3,-2,-11,-18,16,-4,-1
COc1ccc(CCNC(=O)CC(Cc2ccc(C)cc2)C(=O)O)cc1OC (configuration not stated),-4,10,2,0,4,3,6,0
CCn1c(O)c(N=NC(=O)CNC(=O)/C=C/c2ccccc2)c2ccccc21,-7,9,.,4,-16,-44,-8,16
COc1ccc(NC(=O)C(=O)NCC2CCCN2S(=O)(=O)c2cccs2)cc1 (configuration not stated),2,65*,3,3,4,-4,5,8
COc1ccc(N(CC(=O)NCCSc2ccccc2)S(C)(=O)=O)cc1,-10,8,-4,-4,-2,-1,6,1
O=C1c2ccccc2C2(c3ccccc3)NCCN12 (configuration not stated),-5,-1,-10,-6,11,4,3,-15
CCCOC(=O)c1cc(=O)[nH]c2ccccc12,3,-5,.,-9,6,-5,-9,6
Nc1nc(Cl)cc(Oc2ccc(Cl)cc2)n1,-1,-3,-9,-10,8,-4,1,-3
CC1(C)Cc2c(cnn2-c2ccccc2)C(=O)/C1=N\NC(=O)c1ccncc1,3,13,4,7,-7,-5,8,8
CC1CCN(CC(=O)NNC(=O)c2cccc(Br)c2)CC1,4,19,-2,4,6,1,8,3
OCCNc1nc2ccccc2nc1NCCO,-1,-10,1,-2,10,-2,4,-7
O=C(NCc1ccccn1)c1nc(-c2ccc(C(F)(F)F)cc2)no1,-12,2,-5,4,5,7,5,0
COc1ccc(/C=C2\SC(N)=NC2=O)cc1Cl,5,0,-6,0,3,4,11,4
c1csc(CNc2ncnc3sccc23)c1,-4,44,47,2,8,13,0,-5
CCOC(=O)N1CCN(Cc2oc(CO)cc(=O)c2O)CC1,-4,0,4,-13,5,5,-13,4
COC(=O)C1CCN(C(=O)COC(=O)COc2ccc(C#N)cc2)CC1,-5,4,-5,0,4,21,-1,-12
Cc1ccc2c(c1)-n1c(nc3cc(Cl)ccc3c1=O)C(Cc1ccccc1)NC2=O (configuration not stated),.,12,.,4,16,4,-6,11
COc1ccc(-c2nc(C#N)c(N3CCc4ccccc4C3)o2)cc1OC,2,10,4,5,16,-6,-9,9
O=C(NC12CC3CC(CC(C3)C1)C2)N1CCN(C(=O)c2ccco2)CC1,-10,6,-9,4,2,-1,-1,6
O=C(CCC(=O)N(CC(=O)NC1CCCCC1)Cc1cccs1)Nc1ccccn1,1,-3,0,3,4,15,-1,-7
